Screens from PubChem.
SIRT5 block: inhibitors of human sirtuin-5 desuccinylase. Q9NXA8. Purified SirT5, succinyl-peptide AMC, trypsin-coupled fluorescence. inhibition, % at 15 µM. 1.1% of 330,000 active. AID 652115; in the data active = inhibition above about 15%; inconclusive = no clear call, values can overlap the other calls
Target sequence (Q9NXA8 whole entry, looked up): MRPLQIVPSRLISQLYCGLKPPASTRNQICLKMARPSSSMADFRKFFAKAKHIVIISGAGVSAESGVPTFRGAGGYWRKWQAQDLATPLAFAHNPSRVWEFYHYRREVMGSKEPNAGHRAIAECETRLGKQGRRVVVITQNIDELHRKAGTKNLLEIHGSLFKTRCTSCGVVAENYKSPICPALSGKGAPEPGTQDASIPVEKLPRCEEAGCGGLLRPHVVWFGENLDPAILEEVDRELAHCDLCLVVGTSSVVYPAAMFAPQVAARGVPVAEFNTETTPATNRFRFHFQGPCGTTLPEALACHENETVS
esBAF inh: blocks esBAF chromatin remodeling in mouse ES cells; Bmi1-luciferase knock-in reporter, 24 h; 100% = twice the neutral-well signal; reporter increase, % at 12.5 µM; 2% of 350,000 active; in the data active = activation above about 40%; inconclusive = no clear call, values can overlap the other calls;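 note: 0% = median of the plate's neutral control wells and 100% = double that signal; a rise in the Bmi1 reporter signal indicates esBAF inhibition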
Statin myotox sup: suppression of simvastatin myotoxicity; C2C12 myotubes + simvastatin, ATP luminescence, 48 h; scaled: DMSO 0, geranylgeraniol control 100; AID 602340; 0.78% of 330,000 active; rescue of ATP level, % at 7.49 µM;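 active = mean ATP rescue above about 67%, or every replicate alone reaching that limit, limit read from the data, passing the limit was not always enough; inconclusive = no clear call, values can overlap the other calls; inactive = mean under the limit and some replicate under it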;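 note: myotubes were challenged with 10 µM simvastatin during compound exposure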
ARNT-TACC3 inh: ARNT/TACC3 interaction disruption; inhibition, % at 9.99 µM; 0.66% of 390,000 active; Q9Y6A5; AID 623870; AlphaScreen His-ARNT PAS-B/GST-TACC3 binding, luminescence; TACC3 fragment carries E629A point mutation;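 active = mean inhibition of replicates at least 50% and at least half of replicates each reaching 50%; inconclusive = half or more replicates reach 50% but mean below 50%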;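 note: 0% = complete ARNT plus TACC3 wells and 100% = ARNT alone without TACC3; many hits fall short of the cut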
miR-122 sensor: inhibitors of miR-122 in Huh7 cells; Huh7 miR-122 Renilla luciferase sensor, 48 h; neutral wells = 0, positive control = 100; activation (reporter increase), % at 12.5 µM; 0.3% of 340,000 active; AID 602342;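 active = mean replicate activation score at least 90 and every replicate individually at or above 90; inconclusive = only one of the two criteria met; inactive = neither criterion met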;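 note: higher luciferase means less miR-122 activity so hits act as miR-122 inhibitors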
ERp5 block: inhibitors of human ERp5. 0.05% of 350,000 active. Q15084. ERp5 insulin aggregation, absorbance 650 nm, 90 min. AID 651711. inhibition, % at 9.99 µM;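 active = mean replicate inhibition above about 25%, with every replicate also reaching it, limit read from the data, passing the limit was not always enough; inconclusive = only one of those two criteria met; inactive = neither criterion met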
Target sequence (Q15084 whole entry, looked up): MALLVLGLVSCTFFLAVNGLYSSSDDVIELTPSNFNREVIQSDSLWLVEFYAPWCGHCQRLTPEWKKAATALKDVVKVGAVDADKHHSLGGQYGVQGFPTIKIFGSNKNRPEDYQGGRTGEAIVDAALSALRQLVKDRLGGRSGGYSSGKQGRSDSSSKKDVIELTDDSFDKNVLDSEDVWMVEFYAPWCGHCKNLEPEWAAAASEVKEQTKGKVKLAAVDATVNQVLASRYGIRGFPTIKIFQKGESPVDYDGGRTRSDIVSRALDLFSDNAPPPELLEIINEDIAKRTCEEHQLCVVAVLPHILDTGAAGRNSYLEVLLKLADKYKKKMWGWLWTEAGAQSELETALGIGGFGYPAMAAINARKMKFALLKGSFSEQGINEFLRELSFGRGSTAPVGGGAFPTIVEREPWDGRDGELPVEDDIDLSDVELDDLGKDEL
Cneo AK release: Cryptococcus neoformans lysis via adenylate kinase release; C. neoformans lysis, adenylate kinase release luminescence, 4 h; normalised: neutral wells 0, clomiphene wells 100; lysis activity, % at 15 µM; 0.2% of 360,000 active;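 active = mean lysis activity across replicates of at least 80%, whatever share of replicates individually reach that level; inactive = mean lysis activity below 80%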
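Assay system: Cryptococcus neoformans yeast cells / Dosing: single-point compound dose / Timing: 4 h at 37 °C static, read 1 h later / Measured by: luminescence of released adenylate kinase using an AK detection reagent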
Starred values were filed as active, the others as inactive; ? = inconclusive; · = no result given; [ ] = another dose, or the depositor's remark. Not a hit list (roughly 4% active in at least one column).

molecule,SIRT5 block,esBAF inh,Statin myotox sup,ARNT-TACC3 inh,miR-122 sensor,ERp5 block,Cneo AK release
Cc1cc(Nc2ccc(N3CCC(C)CC3)cc2)n2ncnc2n1,0,-52,4,10,-8,1,0
CNC[C@@H]1Oc2ccc(NC(=O)C3CC3)cc2C(=O)N([C@@H](C)CO)C[C@@H]1C,2,-2,8,-8,-4[16.7 µM],8,2
Cc1ccc(S(=O)(=O)N(C)C[C@@H]2Oc3ccc(NC(=O)Nc4ccc(C(F)(F)F)cc4)cc3CC(=O)N([C@@H](C)CO)C[C@H]2C)cc1,12,6,12,18,-8[16.7 µM],0,41
O=C(CSc1nc2ncccc2[nH]1)NCc1ccco1,2,2,0,2,-1,3,-1
COc1ccc(NC(=O)Nc2ccc3c(c2)[C@@H]2C[C@@H](CC(=O)N4CCN(C)CC4)O[C@H](CO)[C@@H]2O3)cc1,-4,-3,-2,3,-3[16.7 µM],5,-9
CCOC(=O)C1(c2ccccc2)SC(C(=O)OCC)(c2ccccc2)S1 (stereo unspecified),-2,-6,44,·,-5,-4,-1
CC(=O)c1ccccc1OCC(=O)Nc1cccc(S(=O)(=O)N2CCCC2)c1,-2,-7,-9,4,1,-2,2
C[C@@H]1CN([C@H](C)CO)C(=O)c2cc(N(C)C)ccc2O[C@@H]1CN(C)Cc1ccncc1,5,-3,22,1,0[16.7 µM],22,-6
COc1ccc(C(c2c(O)nc(SC)n(C)c2=O)c2c(O)nc(SC)n(C)c2=O)cc1O,-6,-2,-3,-8,0,5,·
COc1ccc(-n2nc(C(=O)NCC(=O)N3CCCC3)c3ccccc3c2=O)cc1,-5,10,6,-5,-1,0,4

(listing goes on)
molecule,SIRT5 block,esBAF inh,Statin myotox sup,ARNT-TACC3 inh,miR-122 sensor,ERp5 block,Cneo AK release
NS(=O)(=O)c1ccc(CCNC(=O)C(=O)Nc2cc3c4c(c2)CC(=O)N4CCC3)cc1,-1,-5,5,-3,·,4,5
CCOC(=O)c1ccc(-c2ccc3ncnc(N(C)Cc4sccc4C)c3c2)o1,-17,?,3,·,-1,-2,-2
CC(C)c1cc(C(=O)OCC(=O)N2CCN(C(=O)c3ccco3)CC2)c(O)c(C(C)C)c1,-1,0,7,-1,-2,4,18
CN1CCN(C(=O)C[C@@H]2CC[C@H]3[C@H](COc4ccc(NC(=O)c5cscn5)cc4C(=O)N3C)O2)CC1,5,0,1,0,2[16.7 µM],4,-1
O=C(N[C@H](Cc1cc(=O)[nH]c2ccccc12)C(=O)O)c1ccc(Cl)cc1,1,-1,3,-5,·,1,0
CCOc1ccc2nc(N3CCCC(C(=O)NC4CCCC4)C3)sc2c1 (stereo unspecified),-2,18,-37,-4,-1,3,-1
Cc1cccnc1NC(=O)Cn1c(=O)oc2ccccc21,0,5,3,·,0,-5,-1
CCN(CC)CCOC(=O)c1ccc(NC(=O)c2cn(-c3ccccc3)nc2-c2cccs2)cc1,-2,35,14,-5,-6,1,·
C[C@@H](NC(=O)C[C@H]1C[C@@H]2c3cc(NC(=O)CC4CC4)ccc3O[C@@H]2[C@H](CO)O1)c1ccccc1,-3,-2,4,-7,8[16.7 µM],11,-4
Cc1nnc(SCC(=O)Nc2nc(-c3ccc(F)cc3)cs2)[nH]c1=O,-1,19,3,-8,-5,-4,·

Structural class, those above with a furan ring, fused or not (3)
molecule,SIRT5 block,esBAF inh,Statin myotox sup,ARNT-TACC3 inh,miR-122 sensor,ERp5 block,Cneo AK release
O=C(CSc1nc2ncccc2[nH]1)NCc1ccco1,2,2,0,2,-1,3,-1
CCOC(=O)c1ccc(-c2ccc3ncnc(N(C)Cc4sccc4C)c3c2)o1,-17,?,3,·,-1,-2,-2
CC(C)c1cc(C(=O)OCC(=O)N2CCN(C(=O)c3ccco3)CC2)c(O)c(C(C)C)c1,-1,0,7,-1,-2,4,18

Further records:
molecule,SIRT5 block,esBAF inh,Statin myotox sup,ARNT-TACC3 inh,miR-122 sensor,ERp5 block,Cneo AK release
Cc1ccc(N(CCC#N)C(=O)COC(=O)c2ccccc2SCC(=O)N2CCCC2)cc1,-3,3,4,·,·,2,-1
Cc1ccc(C)c(CN2C(=O)CSc3ccc(C(=O)N4CCCC4)cc32)c1,1,·,·,-2,-2,1,-1
COc1cccc(S(=O)(=O)Nc2ccc3c(c2)OC[C@@H](C)N(C(=O)Cc2cccnc2)C[C@@H](C)[C@H](OC)CN(C)C3=O)c1,·,-8,13,·,-9[16.7 µM],·,-4
CCCOc1ccc(NC(=O)CC2C(=O)N(CC)C(=S)N2Cc2cccs2)cc1 (stereo unspecified),·,0,-12,-4,16,·,-6
CCOC(=O)C1=C(C)N(CCCC(=O)O)C(=O)NC1c1cccs1 (stereo unspecified),-1,-6,-1,-3,·,1,8
Cn1ccc2c(-c3cncc4ccccc34)cc3c(c21)C1CCC3O1 (stereo unspecified),-2,-1,-15,·,1,6,5
Cc1cc(C(F)(F)F)c2c(C)nn(CCc3nn[nH]n3)c2n1,·,-4,-5,-6,·,·,7
O=C(Nc1ccc(F)cc1)C1CCN(C(=O)NCc2ccccc2)CC1,-1,-6,27,5,-7,1,0
COC(=O)c1ccc(C2c3[nH]c4ccccc4c3C[C@H]3C(=O)N(C4CCN(Cc5ccccc5)CC4)CC(=O)N23)cc1 (stereo partly specified),-4,8,-2,0,·,-2,19
CCN1[C@@H]2c3ccc(C4=CCCCC4)c(=O)n3C[C@H]1[C@H](CO)[C@H]2C(=O)NCc1ccccn1,-15,1,-9,9,15[16.7 µM],-3,57

Next part:
molecule,SIRT5 block,esBAF inh,Statin myotox sup,ARNT-TACC3 inh,miR-122 sensor,ERp5 block,Cneo AK release
CO[C@H]1CN(C)C(=O)c2ccc(NC(C)=O)cc2OC[C@@H](C)N(C(=O)C2CCOCC2)C[C@H]1C,-2,-3,-4,3,7[16.7 µM],-4,-2
COc1ccc(/C=C2\N=C(C)OC2=O)cc1[N+](=O)[O-],-5,·,·,-4,·,5,·
CNCCNC[C@H](Cc1cccc2ccccc12)NCCc1ccccc1,·,12,-3,-4,-3,4,1
O=C(NC1CC2CCC(C1)N2C(=O)NCc1ccccc1)NC12CC3CC(CC(C3)C1)C2 (stereo unspecified),·,-6,-3,-4,0,·,10
CCCCC(=O)Nc1cc(OCC)c(NC(=S)NC)cc1OCC,0,3,-9,-2,-4,-5,-3
COc1ccc(CC(C(=O)Nc2cccc(F)c2)c2nn[nH]n2)c(OC)c1 (stereo unspecified),·,3,4,0,-8,·,0
Cc1cccc2c(C(=O)O)cc(-c3cccnc3)nc12,3,1,8,24,0,-4,1
CCc1c(OC(C)=O)c2ccccc2n(C)c1=O,-3,·,·,20,-5,0,-3
CCCCn1c(C(C)O)nc2ccccc21 (stereo unspecified),·,-1,6,-4,3,·,0
CC(=O)Nc1ccc(NC(=O)C2(C)CC2(Cl)Cl)cc1 (stereo unspecified),-2,1,4,-4,3,0,3

Further entries follow.
molecule,SIRT5 block,esBAF inh,Statin myotox sup,ARNT-TACC3 inh,miR-122 sensor,ERp5 block,Cneo AK release
O=C(COC(=O)c1ccc2ccccc2n1)Nc1ccccc1F,-5,4,7,4,-6,1,-1
CCOc1cc(C(=S)N2CCOCC2)ccc1OS(=O)(=O)c1ccccc1,·,-5,-17,20,2,·,0
Cc1ccc(S(=O)(=O)N(C(=O)c2ccncc2)c2ccc(OC(=O)c3ccncc3)c3ccccc23)cc1,-2,·,·,-6,·,4,·
CC(C)NC(=O)Nc1ccc2c(c1)C(=O)N([C@H](C)CO)C[C@@H](C)[C@H](CN(C)Cc1ccc(Cl)c(Cl)c1)O2,-21,1,1,17,1[16.7 µM],1,2
COc1ccc(-c2ccc(C(=O)N3CCN(C)CC3)c3occc23)c(C)c1,-4,-5,2,·,4,-2,-1
CN(C)C(=O)c1cccc(-c2ccc3c(c2)[C@@H]2[C@@H](CCN2C(=O)c2cccnc2)[C@H](CO)N3)c1,·,-4,-3,9,24[16.7 µM],·,2
Cc1cccc(S(=O)(=O)N2CCCCN3[C@H](CO)[C@H](c4ccc(C#CC(C)C)cc4)[C@H]3C2)c1,2,·,·,8,-3[16.7 µM],-1,2
CN(C)CCOc1ccc(-c2c(-c3ccccc3)sc3ccccc23)cc1,·,-86,5,6,-7,0,21
COc1ccc(S(=O)(=O)Nc2ccc3c(c2)CC(=O)N([C@@H](C)CO)C[C@H](C)[C@H](CN(C)S(C)(=O)=O)O3)cc1,-1,0,-5,-31,2[16.7 µM],-4,-5
COc1ccc(NC(=O)c2ccccc2F)cc1Cl,·,22,-60,-1,0,·,-4

Continuation:
molecule,SIRT5 block,esBAF inh,Statin myotox sup,ARNT-TACC3 inh,miR-122 sensor,ERp5 block,Cneo AK release
Cc1ccn(CCC(=O)N2CCCC(N3CCN(c4ccccc4C)CC3)C2)n1 (stereo unspecified),·,1,-28,·,-4,-2,1
C=C(C)COc1ccc(-c2ncncc2-c2ccc(Br)cc2)c(O)c1,-4,-6,-4,7,-4,2,-1
Cc1ccc(S(=O)(=O)Nc2ccc(C(OC(=O)c3ccccc3[N+](=O)[O-])(C(F)(F)F)C(F)(F)F)cc2)cc1,·,·,·,2,16,·,1
CN1CCN(CC(=O)Nc2sc3c(c2C(=O)Nc2ccccc2)CCCC3)CC1,-4,-2,0,9,-9,-1,-1
CC(C)(O)c1ccc2c(c1)CCC1C(C)(C(=O)O)CCCC21C (stereo unspecified),0,8,0,-5,-4,-3,3
O=C1c2ccccc2CN1C(CO)c1ccccc1 (stereo unspecified),-4,-3,-8,-10,·,-2,0
Cc1ccc(S(=O)(=O)N(C)C[C@H]2OCc3ccccc3-c3c(n(C)c4ccccc34)C(=O)N([C@H](C)CO)C[C@H]2C)cc1,20*,8,41,11,·,1,3
OC[C@@H]1[C@H](c2ccc(C3=CCCC3)cc2)[C@H]2CN(Cc3cccnc3)CCCCN12,-5,-9,-18,-3,5[16.7 µM],-4,-2
O=C(NCc1ccccc1Cl)c1cc(=O)[nH]c2ccccc12,0,-1,4,-17,·,1,1
CC(CCC(C)C(C)(C)C)[C@@H]1CC[C@H]2C3C[C@H](OS(O)(=S)=S)[C@H]4C[C@H](OS(O)(=S)=S)[C@@H](OS(O)(=S)=S)C[C@]4(C)[C@H]3CC[C@]12C (stereo partly specified) (tested in a mixture with another compound),·,0,-65,55*,-15,·,-1

Compound profiles, as listed above:
`CC(=O)Nc1ccc(NC(=O)C2(C)CC2(Cl)Cl)cc1` (stereo unspecified) is entered as SIRT5 block = -2; esBAF inh = 1; Statin myotox sup = 4; ARNT-TACC3 inh = -4; miR-122 sensor = 3; ERp5 block = 0; Cneo AK release = 3
`CNCCNC[C@H](Cc1cccc2ccccc12)NCCc1ccccc1` is entered as SIRT5 block = ·; esBAF inh = 12; Statin myotox sup = -3; ARNT-TACC3 inh = -4; miR-122 sensor = -3; ERp5 block = 4; Cneo AK release = 1

New compounds follow:
molecule,SIRT5 block,esBAF inh,Statin myotox sup,ARNT-TACC3 inh,miR-122 sensor,ERp5 block,Cneo AK release
O=C(NCCc1ccccc1)C1CCCN1S(=O)(=O)c1ccccc1 (stereo unspecified),-3,·,·,·,-1,-1,11
CC(=O)N1CCN(c2ccc(NC(=O)/C=C/c3ccccc3)cc2)CC1,0,17,·,-4,·,-1,-3
O=C(CSc1nnc(-c2cccc(F)c2)o1)NC1CCCC1,3,2,16,21,3,0,1
COc1ccc(C)cc1NC(=O)COC(=O)c1c(C)nn(-c2ccccc2)c1C,-4,4,1,8,·,-3,2
N#C[C@@H]1[C@H](c2ccc(-c3ccccc3F)cc2)[C@H](CO)N1C(=O)C1CCC1,7,-4,-19,1,·,3,42
CCN(CC(=O)Nc1cc(S(=O)(=O)N2CCCCC2)ccc1Cl)Cc1ccccc1,1,·,·,0,·,-3,·
Cc1ccc2c(c1)N(CC(=O)NCCCN1CCOCC1)C(=O)C(C(C)C)O2 (stereo unspecified),0,·,·,2,·,14,·
COc1cccc(CC(=O)Nc2ccccc2N2CCCC2)c1,-1,·,·,17,·,2,-1
CSc1ccccc1NC(=O)C1CC(c2ccccc2Cl)=NO1 (stereo unspecified),-2,16,3,-5,·,0,1
Cc1c(C(=O)Nc2nnc(SCc3ccccc3Cl)s2)cccc1[N+](=O)[O-],0,-9,?,-2,-2,7,-2
